Screening results from PubChem.
TRPC4 potent: allosteric potentiators of mouse TRPC4 channel. 310,000 compounds, 0.42% hits. Q9QUQ5. HEK293 TRPC4beta/mu-opioid, DAMGO EC20, Fluo-4 Ca2+ flux; stronger effect = higher value. B-score at 10 µM. AID 2227;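 active means B-score of calcium response area above 5 SD of library B-scores, with initial fluorescence ratio within 5 SD of library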;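 further: B-score of integrated fluorescence ratio over time as area under calcium response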
KCNK9 block: blocks the human KCNK9 two-pore domain potassium channel; HEK293 KCNK9, FluxOR thallium flux fluorescence; stronger effect = lower value; B-score at 10 µM; 310,000 compounds, 1.2% hits; AID 488922;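 active means ratio B-score over 3 SD below the library mean, with starting fluorescence within 5 SD of its mean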;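 further: negative B-score means less thallium flux so channel inhibition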
DYRK1A inh: inhibitors of rat Dyrk1A kinase. Q63470. ADP-Glo luminescence, NFATc1 peptide. inhibition, % at 12.5 µM. 310,000 compounds, 0.43% hits; in the data active means inhibition above about 50%;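 further: plate controls were vehicle with enzyme for no effect and no enzyme for full effect; many of its hits are not listed in these tables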
TRPC4 act: activators of mouse TRPC4 channel; HEK293 TRPC4beta/mu-opioid, Fluo4 calcium fluorescence; stronger effect = higher value; B-score at 10 µM; 310,000 compounds, 0.49% hits; AID 2237;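 active means B-score above 5 SD of library B-scores, and initial fluorescence ratio not above library mean plus 5 SD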;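 further: positive B-score marks a calcium rise read as TRPC4 activation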
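system = HEK293 cells stably co-expressing mouse TRPC4beta and mu-opioid receptor | schedule = Fluo4 dye loading 45 min at room temperature, 110 s recording | measure = B-scored integrated calcium fluorescence ratio | signal = Fluo4 calcium-sensitive dye fluorescence, kinetic, 1 Hz baseline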
hERG rescue: compounds protecting human hERG from proarrhythmic drug block; Q12809; CHO-hERG, FluxOR thallium flux, dofetilide IC70 present; activation (rescue from dofetilide block), less the hit threshold, % at 10 µM; 310,000 compounds, 0.51% hits;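 active means activation above the mean of controls blocked by dofetilide plus 5 SD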;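 further: thallium influx through hERG after potassium depolarization seen as dye fluorescence rise; in these data hits start at about 4.7%; inactives centre near -7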
Target sequence (Q12809 whole entry, looked up): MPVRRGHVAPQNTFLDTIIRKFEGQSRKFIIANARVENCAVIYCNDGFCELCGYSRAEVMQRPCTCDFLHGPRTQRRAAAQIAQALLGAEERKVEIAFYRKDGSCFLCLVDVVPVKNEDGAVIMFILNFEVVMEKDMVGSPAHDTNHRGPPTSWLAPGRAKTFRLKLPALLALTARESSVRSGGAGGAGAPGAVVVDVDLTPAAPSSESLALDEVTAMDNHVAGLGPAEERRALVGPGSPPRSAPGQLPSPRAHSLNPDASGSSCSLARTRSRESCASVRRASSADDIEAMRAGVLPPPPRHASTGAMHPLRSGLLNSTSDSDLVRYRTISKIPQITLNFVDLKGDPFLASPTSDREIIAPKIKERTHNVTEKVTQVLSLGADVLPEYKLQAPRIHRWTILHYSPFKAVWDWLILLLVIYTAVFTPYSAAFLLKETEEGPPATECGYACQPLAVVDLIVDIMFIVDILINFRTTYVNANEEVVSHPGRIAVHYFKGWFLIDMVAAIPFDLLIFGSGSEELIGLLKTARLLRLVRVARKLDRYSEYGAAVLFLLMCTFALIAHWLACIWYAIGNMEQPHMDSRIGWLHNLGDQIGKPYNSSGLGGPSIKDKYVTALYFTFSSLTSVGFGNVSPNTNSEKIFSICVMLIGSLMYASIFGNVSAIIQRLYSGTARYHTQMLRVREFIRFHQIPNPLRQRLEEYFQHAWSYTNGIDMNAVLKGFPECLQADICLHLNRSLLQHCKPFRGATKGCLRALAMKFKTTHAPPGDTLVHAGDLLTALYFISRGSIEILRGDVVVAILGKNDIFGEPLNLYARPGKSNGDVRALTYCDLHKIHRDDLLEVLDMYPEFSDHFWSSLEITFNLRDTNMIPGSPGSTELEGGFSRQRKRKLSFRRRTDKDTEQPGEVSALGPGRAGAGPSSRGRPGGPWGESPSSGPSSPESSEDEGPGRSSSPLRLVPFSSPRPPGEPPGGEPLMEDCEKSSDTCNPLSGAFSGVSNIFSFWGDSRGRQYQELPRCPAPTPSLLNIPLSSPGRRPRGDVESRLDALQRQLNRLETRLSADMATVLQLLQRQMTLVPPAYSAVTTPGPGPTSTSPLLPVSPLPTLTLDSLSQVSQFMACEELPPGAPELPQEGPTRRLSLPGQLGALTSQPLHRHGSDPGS
TRPC4 block: blocks the mouse TRPC4 cation channel. Q9QUQ5. HEK293 TRPC4beta/mu-opioid, DAMGO-evoked Fluo4 calcium flux; stronger effect = lower value. B-score at 10 µM. 300,000 compounds, 0.39% hits. AID 2247;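 active means B-score over 3 SD under the library average, no early fluorescence shift, positive overall ratio signal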
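Signal: kinetic Fluo4 fluorescence imaging of calcium influx. Material: stable TRPC4beta/mu-opioid receptor HEK293 cells. Probe or stimulus: DAMGO in two steps, submaximal then maximal.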
KCNK3 block: human KCNK3 channel inhibition, primary screen; O14649; CHO-KCNK3 thallium flux, FluxOR fluorescence; stronger effect = lower value; B-score at 10 µM; 340,000 compounds, 0.84% hits; AID 602410;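 active means B-score under library mean minus 4 SD, starting fluorescence ratio at most library mean plus 5 SD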;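 further: more negative B-score means stronger inhibition of thallium flux through KCNK3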
PolyA inhibitor: yeast polyadenylation inhibition; calls only at 12 µM; S. cerevisiae SKY197-pL101 polyadenylation reporter, beta-gal luminescence; efflux-impaired pdr1/pdr3 knockout yeast; score 100 = 6 SD above DMSO; AID 1875; 300,000 compounds, 0.02% hits;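 active means lowest replicate activity score at least 50, where 100 means six control SD above control mean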;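 further: yeast exposed to compound for 9 h at 30 °C; higher score means more reporter readthrough which indicates perturbed polyadenylation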
KCNQ1 inh: blocks the human KCNQ1 potassium channel; AID 2642; CHO-K1 KCNQ1, FluxOR thallium flux fluorescence; stronger effect = higher value; B-score at 10 µM; P51787; 310,000 compounds, 1.3% hits;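 active means compounds whose thallium flux B-score, printed positive for inhibition, exceeds three library SD while starting fluorescence stays within three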;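 further: channel opened by potassium depolarization with thallium stimulus after 20 min compound exposure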
Platelet DG rel: platelet dense granule release activity | human platelet-rich plasma, SFLLRN dense granule ATP release, luminescence | 300,000 compounds, 0.22% hits | AID 1663 | inhibition, %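 (compounds screened at 7.5 µM in platelet-rich plasma)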;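 active means mean replicate score, as percent of positive control, at or above 50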
KCNQ1 act: human KCNQ1 channel potentiation or activation; B-score at 10 µM; CHO-K1 KCNQ1, thallium flux FluxOR fluorescence; stronger effect = higher value; 310,000 compounds, 0.35% hits;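 active means fluorescence ratio B-score, a plate-corrected score, at least three library SD, with initial intensity B-score within 5 SD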
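Doses: Single concentration per compound, DMSO matched to controls | Test system: KCNQ1-transfected CHO-K1 cells | Timing: 90 min dye loading and 20 min compound exposure, both at room temperature | Measured by: Kinetic FluxOR thallium fluorescence, 10-s 1-Hz baseline, 110-s post-stimulus read | Medium: Assay buffer with matched DMSO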
The depositor's hits bear a star; i = inactive; nt = no result given. Only part of the results is shown; the hit share may differ from the screen's.

Below each compound: TRPC4 potent | KCNK9 block | DYRK1A inh | TRPC4 act | hERG rescue | TRPC4 block | KCNK3 block | PolyA inhibitor | KCNQ1 inh | Platelet DG rel | KCNQ1 act
- CN(Cc1cccs1)S(=O)(=O)c1cccs1
 : i | i | -3 | i | -13 | i | i | i | i | 1 | i
- CC(=O)NCCc1nc2cc(NC(=O)Nc3ccccc3)ccc2n1C
 : i | i | 4 | i | -10 | i | i | i | i | 6 | i
- CC(=O)C(Sc1nnnn1-c1ccc(O)cc1)c1ccccc1 (configuration not stated)
 : i | i | 18 | i | -5 | i | i | i | i | -2 | i
- CCCc1cc(=O)[nH]c(SCC(=O)N2N=C(c3ccc(Cl)cc3)CC2c2ccco2)n1 (configuration not stated)
 : i | i | -3 | i | -3 | i | i | i | i | -2 | i
- Cc1cc(C)n(C(=O)CCCCCCCC(=O)n2nc(C)cc2C)n1
 : i | i | -3 | i | -1 | i | i | i | i | -3 | i
- Cc1ccc(-c2csc(N3CCN(S(=O)(=O)c4ccc5c(c4)NC(=O)CO5)CC3)n2)cc1
 : i | i | 0 | i | -3 | i | i | i | i | -5 | i
- COC(=O)c1ccccc1NC(=O)c1cc(-c2ccco2)on1
 : i | i | 1 | i | -7 | i | i | i | i | 3 | i
- CC(C)(C)C(=O)C1=C(O)C(=O)N(Cc2ccccc2)C1c1ccccc1Cl (configuration not stated)
 : i | i | -2 | i | -7 | i | i | i | i | 0 | i
- Cn1cc(CN2CCCC(CO)C2)c(-c2ccc(Oc3ccccc3)cc2)n1 (configuration not stated)
 : i | i | -48 | i | -13 | i | i | i | i | 3 | i
- O=C(Nc1ccc(C(=O)NCCCN2CCN(c3ccc(F)cc3)CC2)cc1)C1=CSCCO1
 : i | i | nt | i | -7 | i | i | i | i | 2 | i
- CC(C)=CCc1cc([C@@H]2COc3c(ccc4c3C=CC(C)(C)O4)C2)c(O)cc1O
 : i | i | 9 | i | -8 | i | i | i | i | 6 | i
- COc1ccc(C)cc1NC(=O)CSc1nnc(-c2ccco2)n1Cc1ccco1
 : i | i | 5 | i | -8 | i | i | i | i | 2 | i
- Cn1c(SCC(=O)Nc2nccs2)nnc1-c1ccccn1
 : i | i | -4 | i | -4 | i | i | i | i | -5 | i
- Cc1cc(C(=O)CSc2n[nH]c(N)n2)c(C)n1-c1ccc2c(c1)OCO2
 : i | i | 1 | i | -10 | i | i | i | i | -6 | i
- CCC(C(=O)N1CCN(C(=O)c2ccco2)CC1)c1ccccc1 (configuration not stated)
 : i | i | 2 | i | 3 | i | i | i | i | -5 | i
- O=C1NC2=C(C(=O)CCC2)C(c2ccc([N+](=O)[O-])cc2)N1 (configuration not stated)
 : i | i | 8 | i | -5 | i | i | i | i | 5 | i
- C[C@H]1CCC[C@]2(CC(=O)c3cc(F)ccc3O2)C1
 : i | i | -8 | i | -3 | i | i | i | i | 1 | i
- CC(C)CC(=O)Nc1nc(=S)ss1
 : i | i | -6 | i | 1 | i | i | i | i | 4 | i
- CCC(=O)c1ccc(OCC(=O)OCC(=O)N2c3ccccc3CC2C)cc1 (configuration not stated)
 : i | i | 9 | i | -4 | i | i | i | i | 2 | i
- N#Cc1nc(/C=C/c2ccccc2)oc1NCCCN1CCOCC1
 : i | i | 3 | i | -1 | i | i | i | i | -1 | i

Given with bars between the fields: part of the list above.
Compound | TRPC4 potent | KCNK9 block | DYRK1A inh | TRPC4 act | hERG rescue | TRPC4 block | KCNK3 block | PolyA inhibitor | KCNQ1 inh | Platelet DG rel | KCNQ1 act
CC(C)(C)C(=O)C1=C(O)C(=O)N(Cc2ccccc2)C1c1ccccc1Cl (configuration not stated) | i | i | -2 | i | -7 | i | i | i | i | 0 | i
Cn1cc(CN2CCCC(CO)C2)c(-c2ccc(Oc3ccccc3)cc2)n1 (configuration not stated) | i | i | -48 | i | -13 | i | i | i | i | 3 | i

The listing picks up with the two entries that preceded the break.
Below each compound: TRPC4 potent | KCNK9 block | DYRK1A inh | TRPC4 act | hERG rescue | TRPC4 block | KCNK3 block | PolyA inhibitor | KCNQ1 inh | Platelet DG rel | KCNQ1 act
- CCC(=O)c1ccc(OCC(=O)OCC(=O)N2c3ccccc3CC2C)cc1 (configuration not stated)
 : i | i | 9 | i | -4 | i | i | i | i | 2 | i
- N#Cc1nc(/C=C/c2ccccc2)oc1NCCCN1CCOCC1
 : i | i | 3 | i | -1 | i | i | i | i | -1 | i
- CC(=O)N1CN(C2CCS(=O)(=O)C2)Cc2c1sc1c2CCCC1 (configuration not stated)
 : i | i | 6 | i | -5 | i | i | i | i | 5 | i
- CCN(CCO)c1ccc(N=Nc2cc(C)[nH]n2)cc1
 : i | i | 3 | i | -7 | i | i | i | i | -9 | i
- CCN(CC)CCCN(C(=O)c1ccccc1C)c1nc(-c2ccc(OC)cc2)cs1
 : i | i | 6 | i | -11 | i | i | i | i | 6 | i
- Cc1ccc(SCC(=O)Nc2ccc(N3CCN(c4ccccc4)CC3)c(F)c2)cc1
 : i | i | 0 | i | -20 | i | i | i | i | 0 | i
- O=C(O)/C=C/C(=O)Nc1ccc(OCc2ccccc2)cc1
 : i | i | 6 | i | -6 | i | i | i | i | -4 | i
- Cc1ccc(NS(=O)(=O)c2cc(C(=O)NCCSc3ccc(C)cc3)ccc2C)cc1
 : i | i | 0 | i | -3 | i | i | i | i | -4 | i
- O=C(Nc1nc(=O)c2ccccc2s1)c1ccccc1
 : i | i | -1 | i | 3 | i | i | i | i | 1 | 11*
- CCOC(=O)C1=NN(C(C)=O)C2(CC(=O)N(c3cc(C)cc(C)c3)C2=O)C1 (configuration not stated)
 : i | i | 3 | i | 0 | i | i | i | i | -3 | i
- CC(C)COP(=O)(OCC(C)C)C(O)c1ccccc1F (configuration not stated)
 : i | i | 6 | i | -8 | i | i | i | i | 10 | i
- C=CCn1cc(/C=C2/NC(=O)NC2=O)c2ccccc21
 : i | i | 3 | i | -10 | i | i | i | i | 1 | i
- COC(=O)c1cc2oc3ccccc3c2n1CC(=O)Nc1ccccc1OC
 : i | i | 3 | i | -3 | i | i | i | i | -7 | i
- Cc1cnc(=O)[nH]c1SCC(=O)Nc1nccs1
 : i | i | 0 | i | -2 | i | i | i | i | -18 | i
- c1csc(CNc2ncnc3nc[nH]c23)c1
 : i | i | 13 | i | -6 | i | i | i | i | -36 | i
- O=[N+]([O-])c1nn(-c2ccccc2)n(O)c1=NCc1ccc2c(c1)OCO2
 : i | i | 10 | i | -1 | i | i | i | i | 11 | i
- O=C(c1ccc2nccnc2c1)N1CCN(Cc2ccc3c(c2)OCO3)CC1
 : i | i | -3 | i | -6 | i | i | i | i | 11 | i
- CC(=O)Nc1ccc(NC(=O)C(C)OC(=O)CCCOc2ccc(Cl)c(C)c2)cc1 (configuration not stated)
 : i | i | -8 | i | -7 | i | i | i | i | -4 | i
- COc1cccc(NC(=O)COc2ccc3c(c2)CCC3)c1
 : i | i | 1 | i | -5 | i | i | i | i | 0 | i
- COc1ccccc1N(CC(=O)NC(C)(C)C)C(=O)c1ccc(Cl)nc1
 : i | i | nt | i | -12 | i | i | i | i | 1 | i
- COCCCn1c(C(=O)NCCC2=CCCCC2)cc2c(=O)n3ccccc3nc21
 : i | i | 4 | i | -4 | i | i | i | i | -41 | i
- COc1ccc(S(=O)(=O)Nc2cccc(-n3cnnn3)c2)cc1
 : i | i | nt | i | -6 | i | i | i | i | -7 | i

Structures listed so far marked active in KCNQ1 act:
Molecule | TRPC4 potent | KCNK9 block | DYRK1A inh | TRPC4 act | TRPC4 block | KCNK3 block | PolyA inhibitor | KCNQ1 inh | Platelet DG rel | KCNQ1 act
O=C(Nc1nc(=O)c2ccccc2s1)c1ccccc1 | i | i | -1 | i | i | i | i | i | 1 | 11*

(continued)
Below each compound: TRPC4 potent | KCNK9 block | DYRK1A inh | TRPC4 act | hERG rescue | TRPC4 block | KCNK3 block | PolyA inhibitor | KCNQ1 inh | Platelet DG rel | KCNQ1 act
- Cc1cc(NC(=O)c2cnn3c(C(F)(F)F)cc(-c4ccccc4)nc23)no1
 : i | i | -1 | i | -2 | i | i | i | i | 13 | i
- O=C(O)C1CCCCC1C(=O)NCCc1ccc(F)cc1 (configuration not stated)
 : 10* | i | 0 | i | -17 | i | i | i | i | 1 | i
- CNC(=O)CSc1nnc(-c2cccc(S(=O)(=O)N3CCOCC3)c2)n1-c1ccc(F)cc1
 : i | i | 1 | i | -7 | i | i | i | i | 3 | i
- O=S1(=O)C[C@@H](O)[C@@H](Nc2ccccc2)C1
 : i | i | nt | i | -7 | i | i | i | i | -2 | i
- Cc1oc(C(C)(C)C)cc1C(=O)N1CCCC1C(=O)O (configuration not stated)
 : i | i | 9 | i | -18 | i | i | i | i | 0 | i
- CC1(C)Cc2ccccc2C(=NC(Cc2ccccc2)C(=O)O)N1 (configuration not stated)
 : i | i | -11 | i | -8 | i | i | i | i | 2 | i
- CC(OC(=O)c1ccccc1NS(=O)(=O)c1cccc(N)c1)C(=O)N(C)Cc1ccccc1 (configuration not stated)
 : i | i | -9 | i | -13 | i | i | i | i | -9 | i
- CC(C)N(C(=O)Cn1cc(SCC(=O)NCc2ccco2)c2ccccc21)C(C)C
 : i | i | nt | i | 2 | i | i | i | i | -6 | i
- COc1ccc(NC(=O)Nc2ccccc2F)c([N+](=O)[O-])c1
 : i | i | -16 | i | -8 | i | i | i | i | 0 | i
- O=C(c1ccc(Br)o1)N1CCN(c2ccc(F)cc2)CC1
 : i | i | -1 | i | -9 | i | i | i | i | 5 | i

Only KCNK3 block, TRPC4 block and TRPC4 potent (four entries from above):
SMILES	KCNK3 block	TRPC4 block	TRPC4 potent
O=C(O)C1CCCCC1C(=O)NCCc1ccc(F)cc1 (configuration not stated)	i	i	10*
CNC(=O)CSc1nnc(-c2cccc(S(=O)(=O)N3CCOCC3)c2)n1-c1ccc(F)cc1	i	i	i
CC1(C)Cc2ccccc2C(=NC(Cc2ccccc2)C(=O)O)N1 (configuration not stated)	i	i	i
Cc1cc(NC(=O)c2cnn3c(C(F)(F)F)cc(-c4ccccc4)nc23)no1	i	i	i
